# From PubChem
# Cav3 T inh: blocks human Cav3.2 T-type calcium channel | O95180 | Cav3.2-expressing cells, Fluo-4 calcium fluorescence FDSS; hits give low values | B-score at 10 µM | 100,000 tested, 4% active | AID 449739;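 active = single-dose well whose peak fluorescence ratio is a statistical outlier from its plate by either plate-standardised score or position-corrected B-score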
# Target sequence (O95180 whole entry, looked up): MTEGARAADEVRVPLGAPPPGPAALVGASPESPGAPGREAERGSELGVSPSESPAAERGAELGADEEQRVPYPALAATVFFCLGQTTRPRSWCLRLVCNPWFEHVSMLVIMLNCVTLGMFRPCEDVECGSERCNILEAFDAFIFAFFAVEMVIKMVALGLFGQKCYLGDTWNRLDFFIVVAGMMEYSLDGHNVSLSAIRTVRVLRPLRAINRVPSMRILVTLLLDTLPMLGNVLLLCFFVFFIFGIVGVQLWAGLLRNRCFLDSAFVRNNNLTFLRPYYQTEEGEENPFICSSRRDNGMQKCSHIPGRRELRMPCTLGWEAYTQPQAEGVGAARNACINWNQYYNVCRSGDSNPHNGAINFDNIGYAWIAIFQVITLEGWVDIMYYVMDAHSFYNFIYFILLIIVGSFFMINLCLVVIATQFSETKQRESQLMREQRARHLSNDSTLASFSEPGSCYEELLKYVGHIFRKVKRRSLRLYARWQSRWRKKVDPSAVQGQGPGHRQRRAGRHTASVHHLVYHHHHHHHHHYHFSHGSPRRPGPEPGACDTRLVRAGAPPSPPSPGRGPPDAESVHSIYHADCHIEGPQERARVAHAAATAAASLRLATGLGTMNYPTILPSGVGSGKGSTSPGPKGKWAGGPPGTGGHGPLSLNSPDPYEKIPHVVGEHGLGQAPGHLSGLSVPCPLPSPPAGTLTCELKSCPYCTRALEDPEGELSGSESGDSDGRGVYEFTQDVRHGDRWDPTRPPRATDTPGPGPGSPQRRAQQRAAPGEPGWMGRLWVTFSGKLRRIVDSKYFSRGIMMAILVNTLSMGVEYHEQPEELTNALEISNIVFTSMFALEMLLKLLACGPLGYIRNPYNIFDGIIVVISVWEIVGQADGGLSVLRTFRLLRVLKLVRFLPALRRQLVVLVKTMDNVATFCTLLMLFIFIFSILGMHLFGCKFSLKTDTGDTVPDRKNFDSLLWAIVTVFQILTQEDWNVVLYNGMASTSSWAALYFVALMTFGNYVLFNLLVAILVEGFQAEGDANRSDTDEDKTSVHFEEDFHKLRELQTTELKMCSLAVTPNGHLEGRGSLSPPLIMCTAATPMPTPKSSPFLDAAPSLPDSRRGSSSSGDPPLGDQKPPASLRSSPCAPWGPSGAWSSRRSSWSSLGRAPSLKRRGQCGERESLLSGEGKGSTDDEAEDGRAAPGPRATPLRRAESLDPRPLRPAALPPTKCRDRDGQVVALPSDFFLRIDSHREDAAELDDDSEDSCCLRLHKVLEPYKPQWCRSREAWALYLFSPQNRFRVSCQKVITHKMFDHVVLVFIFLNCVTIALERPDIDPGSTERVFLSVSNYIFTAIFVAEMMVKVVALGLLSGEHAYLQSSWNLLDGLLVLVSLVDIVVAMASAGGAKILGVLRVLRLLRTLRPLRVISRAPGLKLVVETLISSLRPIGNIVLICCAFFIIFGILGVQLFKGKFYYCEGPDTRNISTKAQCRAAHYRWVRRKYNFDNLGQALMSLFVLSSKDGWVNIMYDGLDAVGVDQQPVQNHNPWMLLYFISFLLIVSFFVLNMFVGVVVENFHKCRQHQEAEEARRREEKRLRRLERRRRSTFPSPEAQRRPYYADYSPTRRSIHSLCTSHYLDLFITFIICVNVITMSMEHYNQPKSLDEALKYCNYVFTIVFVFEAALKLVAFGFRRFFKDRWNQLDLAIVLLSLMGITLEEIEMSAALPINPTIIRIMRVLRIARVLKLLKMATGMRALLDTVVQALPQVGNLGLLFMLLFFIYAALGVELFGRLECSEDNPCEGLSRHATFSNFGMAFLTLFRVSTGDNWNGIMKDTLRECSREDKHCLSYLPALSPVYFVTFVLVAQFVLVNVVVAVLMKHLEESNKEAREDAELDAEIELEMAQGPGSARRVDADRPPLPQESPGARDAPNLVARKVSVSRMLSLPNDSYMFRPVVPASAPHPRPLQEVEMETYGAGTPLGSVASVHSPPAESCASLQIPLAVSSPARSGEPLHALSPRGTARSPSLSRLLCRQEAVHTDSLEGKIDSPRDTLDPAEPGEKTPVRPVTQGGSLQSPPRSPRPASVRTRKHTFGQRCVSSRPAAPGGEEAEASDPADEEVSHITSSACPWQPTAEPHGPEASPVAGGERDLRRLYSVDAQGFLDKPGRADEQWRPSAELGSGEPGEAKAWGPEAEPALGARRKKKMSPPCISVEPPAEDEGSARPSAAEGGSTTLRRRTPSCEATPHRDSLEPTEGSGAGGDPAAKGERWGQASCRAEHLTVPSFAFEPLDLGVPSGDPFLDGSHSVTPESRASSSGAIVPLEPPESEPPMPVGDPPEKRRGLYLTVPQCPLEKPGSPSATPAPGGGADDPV
# Numbers without * were called inactive.
SMILES,Cav3 T inh
COc1cccc(OC)c1C(=O)Nc1c(C)n(C)n(-c2ccccc2)c1=O,-2.3
O=C(CN1CCN(c2ccccc2F)CC1)c1ccc2c(c1)OCO2,0.18
CC(C)(C)c1ccc(S(=O)(=O)NCC(=O)N2CCN(C(=O)c3ccco3)CC2)cc1,0.39
O=C(CN1CCN(c2ccc(Cl)cc2)CC1)Nc1ccc(F)c(F)c1,-1.9
CCOC(=O)c1[nH]c(C)c(C(=O)OCC(=O)NC(=O)NC(C)(C)C)c1C,0.43
OC(CN1C2=NCCCN2c2ccccc21)c1ccc2c(c1)OCO2 (stereo unspecified),-0.17
CCOc1ccc(NC(=O)c2c(N)n(C)c(=O)[nH]c2=O)cc1,0.052
COc1ccc(C)cc1S(=O)(=O)N(C)CC(=O)NC1CC1,-5
Cc1cc(C)nc(SCc2nc3ncccn3c2Br)n1,1.2
Cc1ccc(NC(=O)CCC(=O)NNC(=O)c2cccs2)c(C)c1,-1.5
CSc1nc(Sc2cccc(Cl)c2)c2ccccc2n1,-0.033
CC(C)COc1ccc(C(=O)N/C(=C\c2cccc([N+](=O)[O-])c2)C(=O)OC(C)C)cc1,-2.5
CCc1c(C)sc(NC(=O)C2CCCO2)c1C#N (stereo unspecified),0.18
O=C(COc1ccccc1)NCC(=O)NC1=NCCS1,1
COc1ccc(CCNC(=O)c2c(O)c3cccc4c3n(c2=O)CC4)cc1,0.17
N#CC1=C(N)C(C#N)(C#N)C(c2cccnc2)C2CC(c3ccccc3)CC=C12 (stereo unspecified),-2.5
CCOC(=O)C1=C(C)Nc2ncnn2C1c1ccc(N(C)C)cc1 (stereo unspecified),0.47
CN1CCN(C(=O)c2c(O)c3cccc4c3n(c2=O)CCC4)CC1,-0.14
O=C(Nc1cccs1)OCCN1CCN(Cc2ccccc2)CCC1=O,2
Cc1ccc(CN2C(=O)CCC2C(=O)NCCCN2CCCC(C)C2)cc1 (stereo unspecified),-1.1
C/C(=N\NS(=O)(=O)c1ccc(C)cc1)c1cccs1,-0.87
O=C(Oc1ccc(Cl)cc1)c1ccc(COC(=O)c2cnccn2)cc1,-0.43
CCn1c(CC(=O)Nc2ccc(C)c(Cl)c2)nnc1SCCOc1ccc(OC)cc1,-0.041
N#CCCN1CCN(S(=O)(=O)c2ccc(S(=O)(=O)NC3CC3)cc2)CC1,0.87
CC1CN(C(=O)C(c2ccccc2)c2ccccc2)CC(C)O1 (stereo unspecified),-0.21
CCOC(=O)c1cccc(Nc2nc(C)cc(C)n2)c1,-0.69
COc1cccc(OC)c1C(=O)N1CCN=C1SCc1cccnc1,-1.1
COC(=O)c1ccc(NC(=O)C2CCCN(S(=O)(=O)c3cnc[nH]3)C2)cc1 (stereo unspecified),0.9
CC(C)Sc1oc(-c2ccco2)nc1S(=O)(=O)c1ccc(F)cc1,-5.3*
CCOC(=O)c1c(C)[nH]c(C)c1C(=O)COC(=O)c1ccc(Cl)c(S(=O)(=O)NCc2ccccc2)c1,-4.1
COc1ccc(Cl)cc1S(=O)(=O)N1CCN(C(=O)COc2ccccc2)CC1,-1
O=C(O)Cc1ccccc1C(=O)O,0.017
CCC(Sc1ncccc1C(=O)O)C(=O)N1CCOCC1 (stereo unspecified),0.16
COc1ccc(NC(=O)CCCn2c(=S)[nH]c3ccccc3c2=O)cc1,0.9
CCCCSc1nnc([C@H](CC(C)C)NC(=O)OC(C)(C)C)o1,-2.7
CCOC(=O)C1CCCN(c2ccc(NC(=O)c3snc4c(=O)[nH]cnc34)cc2)C1 (stereo unspecified),1.4

# 15 entries already listed, arranged by SMILES length, smallest number first:
SMILES,Cav3 T inh
O=C(O)Cc1ccccc1C(=O)O,0.017
CCOC(=O)c1cccc(Nc2nc(C)cc(C)n2)c1,-0.69
C/C(=N\NS(=O)(=O)c1ccc(C)cc1)c1cccs1,-0.87
COc1cccc(OC)c1C(=O)N1CCN=C1SCc1cccnc1,-1.1
O=C(Nc1cccs1)OCCN1CCN(Cc2ccccc2)CCC1=O,2
CCOC(=O)C1=C(C)Nc2ncnn2C1c1ccc(N(C)C)cc1 (stereo unspecified),0.47
CN1CCN(C(=O)c2c(O)c3cccc4c3n(c2=O)CCC4)CC1,-0.14
O=C(Oc1ccc(Cl)cc1)c1ccc(COC(=O)c2cnccn2)cc1,-0.43
COc1ccc(NC(=O)CCCn2c(=S)[nH]c3ccccc3c2=O)cc1,0.9
COc1ccc(CCNC(=O)c2c(O)c3cccc4c3n(c2=O)CC4)cc1,0.17
COc1ccc(Cl)cc1S(=O)(=O)N1CCN(C(=O)COc2ccccc2)CC1,-1
N#CCCN1CCN(S(=O)(=O)c2ccc(S(=O)(=O)NC3CC3)cc2)CC1,0.87
COC(=O)c1ccc(NC(=O)C2CCCN(S(=O)(=O)c3cnc[nH]3)C2)cc1 (stereo unspecified),0.9
CCOC(=O)C1CCCN(c2ccc(NC(=O)c3snc4c(=O)[nH]cnc34)cc2)C1 (stereo unspecified),1.4
CCOC(=O)c1c(C)[nH]c(C)c1C(=O)COC(=O)c1ccc(Cl)c(S(=O)(=O)NCc2ccccc2)c1,-4.1

# (next part)
SMILES,Cav3 T inh
CCCOc1ccc(C(=O)NNC(=S)NC(=O)CC)cc1,-1.9
CCOC(=O)c1c2n(c3c(NCc4ccccc4)ncnc13)CCCC2,1.3
COc1ccc(-c2nc(N)n(C(C)=O)n2)cc1,0.66
Cc1ccc(N2C(=O)[C@@H]3Cc4ccccc4CN3C2=O)cc1,-0.16
O=C(Cn1nnc(-c2ccc(Cl)cc2)n1)NCC1CCCCC1,-0.19
CCOC(=O)C(CC)n1nc(C)n2c(cc3sccc32)c1=O (stereo unspecified),0.46
CCOC(=O)C1CCCN(Cc2c(F)cccc2Cl)C1 (stereo unspecified),0.21
COc1ccc(CO/N=C/c2c(C)[nH]c(=O)[nH]c2=O)cc1,-0.0011
O=c1c2ccccc2nc2n1C(CSCc1cccc(C(F)(F)F)c1)CS2 (stereo unspecified),0.035
COc1cccc(CN(Cc2ccco2)C(c2ccc(F)cc2)c2nnnn2C(C)(C)C)c1 (stereo unspecified),-1.8
Cc1ccc(-c2nnc(-c3ccccc3)c(N3CCOCC3)n2)cc1,-1.1
CCOC(=O)C(NCCCO)c1ccccc1 (stereo unspecified),0.18

# Reformatted: results already given
CCOC(=O)C(CC)n1nc(C)n2c(cc3sccc32)c1=O (stereo unspecified)
  Cav3 T inh = 0.46

CCOC(=O)C1CCCN(Cc2c(F)cccc2Cl)C1 (stereo unspecified)
  Cav3 T inh = 0.21

COc1ccc(CO/N=C/c2c(C)[nH]c(=O)[nH]c2=O)cc1
  Cav3 T inh = -0.0011

O=c1c2ccccc2nc2n1C(CSCc1cccc(C(F)(F)F)c1)CS2 (stereo unspecified)
  Cav3 T inh = 0.035

# The results go on:
SMILES,Cav3 T inh
CCOc1c2ccc(C(=O)NCCCCc3ccccc3)cc2nn1CC,-0.29
CCCOc1cccc(C(=O)Nc2nnn(CCC)n2)c1,-0.013
COc1ccc(OC)c(C2SCCN2S(C)(=O)=O)c1 (stereo unspecified),-2.4
COc1cc(C2=Nc3c(c(C)nn3-c3ccccc3)P(=O)(N3CCOCC3)O2)cc(OC)c1OC (stereo unspecified),1.2
CC(=O)NC(CCS(C)(=O)=O)C(=O)Nc1cccc(C)c1 (stereo unspecified),0.32
CCn1c(SCC(=O)N2CCCCC2C)nnc1-c1ccc(S(=O)(=O)N2CCN(C)CC2)cc1 (stereo unspecified),0.48
COc1ccc(CC(=O)Nc2ccc3c(c2)OCO3)cc1S(=O)(=O)N1CCOCC1,0.024
Cc1cc(NC(=O)CSc2nc(-c3cccs3)cc(C(F)(F)F)n2)no1,0.48
CCOC(=O)c1c(C)c(C(=O)N2CCc3ccccc3C2)c(C)n1CC,-1.7
N#CCCN1CCN(Cc2cc(-c3ccccc3)ccc2O)CC1,0.034
CC(C)(C)OC(=O)NC(CCCCNC=O)C(=O)O (stereo unspecified),0.04
O=C(CS(=O)(=O)c1ccccc1)N1CCCCCC1,0.38
Cc1ccccc1OCC(=O)O/N=C(\N)Cc1cccs1,-1.4
CCc1ccc(C(C(=O)NCCOC)N(C(=O)Cn2nnc3ccccc32)c2cccnc2)cc1 (stereo unspecified),0.84
COc1ccc(Cc2nn3c(-c4cc(OC)c(OC)c(OC)c4)nnc3s2)cc1,-0.053
CCCCNC(=O)c1onc(CSc2cccc(OC)c2)c1C(=O)NCCCC,-1.5
COC(=O)c1[nH]c2cc(OC)c(OC)cc2c1NC(=O)c1cccc(OC)c1,1.1
NCCCCCc1nnc(SCc2ccc(Cl)cc2Cl)o1,2.2
CC(=O)NCc1ccc(C(=O)CSc2nnc(-c3ccncc3)n2Cc2ccccc2)o1,0.65
COc1ccc(C(=O)Cn2nnc(-c3ccccc3NC(=O)c3ccco3)n2)cc1,0.3
CC(=O)NS(=O)(=O)c1ccc(NC(=O)c2cc(-c3ccc(C)c(C)c3)nc3ccccc23)cc1,0.68
CCOC(=O)c1c(NC(=O)C2COc3ccccc3O2)sc(C)c1C (stereo unspecified),-2.5
Cc1ccccc1-c1nc(CN2CCC(C(=O)NCc3cccs3)CC2)c(C)o1,-3.4
COc1ccc(N(CC(=O)NC2CCCCCCC2)S(=O)(=O)c2c(C)nn(C)c2C)cc1,0.73
Cc1nc2cc(NC(=O)N(C)c3ccc4ccccc4c3)ccc2o1,1.5
COc1cccc(C(=O)Nc2cc(C(F)(F)F)ccc2Cl)c1,-1.5
CCCCCCn1c(CN2CCCCC2CC)nc2c1c(=O)n(C)c(=O)n2C (stereo unspecified),-3.8
Cc1cc(C)n(Cc2ccccc2)c(=O)c1S(=O)(=O)c1ccccc1,1.4
O=C(COc1ccc(S(=O)(=O)N2CCOCC2)cc1)NC1CCCC1,0.35
CCOc1ccc(Cl)cc1CN1CCOCC1,-0.062
O=C(Nc1nc2ccccc2n1Cc1ccccc1)c1ccco1,-0.76
CCOC(=O)c1c(NC(=O)CC2SC(=NC)N(C)C2=O)sc(C)c1C (stereo unspecified),-0.0032
CC(C)CC(CO)N1CCN(C(=O)c2cccc(C(F)(F)F)c2)CCC1=O (stereo unspecified),0.87
COc1ccc(N2CCN(C(=O)CSc3nnc(COc4cccc5cccnc45)o3)CC2)cc1,0.54
CCCCSc1nc(C)nc2c1c(=O)n(C)c(=O)n2C,0.39
C/C(=C\C(=O)c1ccc(Br)cc1)NCc1ccc2c(c1)OCO2,-2.2
CS/C(=C\[N+](=O)[O-])Nc1ccc(Cl)cc1,1.5
CCOC(=O)C(C)Sc1ncc(-c2ccc(Cl)cc2)cn1 (stereo unspecified),-1.3
Nc1nnc(Cc2c[nH]c3ccccc23)s1,0.16
CCC(=O)Nc1cc(-c2nn(C)c(=O)c3ccccc23)ccc1OC,0.0097
Cc1cnc(N)c2c(=O)oc3ccccc3c12,-0.62
O=C(NCc1ccc(Cl)cc1)c1cccnc1,1.2
O=C(Cn1c(=O)n(Cc2ccco2)c(=O)c2c3c(sc21)CCCCC3)Nc1ccccc1,-4.5*
N#CC(c1cccc(Cl)c1)c1ccc2c(C(F)(F)F)cc(C(F)(F)F)nc2n1 (stereo unspecified),-9.2*
COc1ccc(CC(NC(C)=O)C(=O)NC2CCN(C(=O)c3cnccn3)CC2)cc1 (stereo unspecified),0.014
Cc1ccccc1-n1c(SCC(=O)N2CCCC2)nnc1-c1ccccn1,0.81
Cc1cccc(N2CCN(c3nc4ccccc4n4cnnc34)CC2)c1C,-1.1
N/C(=N\OC(=O)/C=C/c1ccccc1)c1ccccc1,-0.28
CCn1c(=O)c2ccccc2n2c(SCC(=O)N3CCc4ccccc4C3)nnc12,1.6
CN(C)CCCNC(=O)CCC1CCCCC1,0.95
CCOC(=O)c1sc2ncnc(N3CCN(c4ccc(OC)cc4)CC3)c2c1C,-0.7
CCOC(=O)N1CCN(C(c2ccccc2)c2sc3nc(C)nn3c2O)CC1 (stereo unspecified),1.1
O=S(=O)(Nc1ccc(Cc2ccncc2)cc1)c1ccc(Cl)c(Cl)c1,-0.92
Cc1ccc2c(c1)[nH]c1c(=O)n(CCC3=CCCCC3)cnc12,-0.028
Cc1cc(C(F)(F)F)c(C#N)c(SCC(=O)NC2CC2)n1,0.058
COC(=O)c1ccc(CC(=O)c2c(C)cc(O)cc2O)o1,-0.083
N#Cc1nc(-c2ccccc2Cl)oc1NCc1ccco1,-3.6
Cc1cc(N2CCN(C)CC2)nc(N2CCOCC2)n1,0.065
O=C1CC(N2CCN(CCc3ccccn3)CC2)C(=O)N1c1ccc(Cl)cc1 (stereo unspecified),0.047
O=C(O)CC(C(=O)OC1CCCCC1)N1CCOCC1 (stereo unspecified),-0.036

# Remaining list, next part:
SMILES,Cav3 T inh
CCOC(=O)C(NC(=O)c1ccccc1)(N1CCOCC1)C(F)(F)F (stereo unspecified),0.4
N/C(=N\OC(=O)c1ccccc1Cl)c1ccc(Cl)cc1,-2.6
Cc1ccc(Nc2nc(N)nc(CN3CCN(C(=O)c4ccco4)CC3)n2)cc1Cl,2.1
COC(=O)[C@H]1C[C@@H]1[C@H](NS(=O)(=O)c1ccc2ccccc2c1)c1ccccc1,-1.3
CC(=O)c1ccc(N2CCN(S(=O)(=O)c3cccc(S(=O)(=O)N4CCOCC4)c3)CC2)cc1,-0.28
CC(SC1=NCCS1)C(=O)Nc1nnc(-c2ccc(Br)cc2)s1 (stereo unspecified),-3
N#Cc1c(Sc2ncc(C(F)(F)F)cc2Cl)nsc1C/C=N\OCc1ccccc1Br,-2.2
CC(C)CC(COCc1ccc(Cl)cc1)N1CCN(C(=O)c2ccc(Cl)cc2Cl)CCC1=O (stereo unspecified),-2.4
Cc1c(C#N)c(N=CN(C)C)c(C(=O)c2ccc(Br)cc2)n1-c1ccccc1,-0.59
O=C(CN1CCN(CC(=O)Nc2ccccc2C(F)(F)F)CC1)Nc1ccccc1F,-0.026
CC(C)n1cnc2cc(NCc3ccccn3)ccc21,-0.3
CCn1c(COc2ccc(C)cc2)nnc1SCC(=O)Nc1ccc2c(c1)OCCO2,0.036
Cc1ccccc1-c1noc(-c2cccs2)n1,0.01
O=C(CCc1ccc(S(=O)(=O)NC2CCCCC2)cc1)N(Cc1ccccc1)Cc1ccccc1,-5.8*
c1cncc(-c2nnc3sc(C4CCCCC4)nn23)c1,3.2*
CCOC(=O)c1cc2sccc2n1CC(=O)Nc1ccc(OC)cc1,-0.64
CCOC(=O)N1CCN(C(=O)C2CCN(S(=O)(=O)CC)CC2)CC1,0.49
CCCCn1c(SCC(=O)N2CC(C)CC(C)C2)nc2cc(S(N)(=O)=O)ccc21 (stereo unspecified),-2
C/C(N)=C(/C#N)C(=O)CSc1nc2ccccc2[nH]1,-0.93
CCOc1ccc(OCCSc2nc(C)cc(=O)[nH]2)cc1,0.87

# These rows are one share of the data (hit frequency here may not be typical).
